# Bioassay records from PubChem.
# Tb PGK inh: T. brucei PGK inhibition; P07378; PGK/GAPDH coupled, Kinase-Glo luminescence, 60 min; Potency, µM (titrated, usually from 57.5 µM), without a hit: at the highest dose activity change, negative = inhibition, actives largely listed as inhibitors; 380,000 compounds, 0.043% hits; also: % is scaled to controls: 0 for no effect and ±100 for the full control effect; nearly all actives have a fitted effect of over 60% in size
#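 Luminescent ATP detection (Kinase-Glo Plus) follows a 60-minute room-temperature incubation, with wells lacking PGK as controls. Buffer: 100 mM TEA (pH 7.6), 5 mM MgCl2, 0.01% Tween-20. Coupling enzyme GAPDH (100 nM final) supplies unstable 1,3-BPG in-well.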
# Pin1 inh: human Pin1 inhibition | Q13526 | Pin1 FP peptide displacement, HiFluor488, 10 min | Potency, µM (series often up to 115 µM), for inactives: at the highest dose activity, negative = inhibition, most hits filed as inhibitors | 390,000 compounds, 0.009% hits; active = well fitted inhibition curve with a large enough effect in the polarisation, with a control signal flat, not every such curve was filed as active; inconclusive = small, poorly fitted or top-dose-only effect, or effect the other way, or a change in a side signal; inactive = no such curve, though single readings can be large or run the other way; the % refers to the polarisation; also: % is scaled to controls: 0 for no effect and ±100 for the full control effect
# Target sequence (Q13526 whole entry, looked up): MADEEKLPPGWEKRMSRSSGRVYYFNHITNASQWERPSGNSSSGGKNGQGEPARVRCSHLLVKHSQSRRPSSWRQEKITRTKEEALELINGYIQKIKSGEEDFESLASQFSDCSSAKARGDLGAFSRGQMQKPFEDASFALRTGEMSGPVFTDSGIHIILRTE
# HP1b chromo inh: blocks HP1-beta chromodomain binding to methylated histone tails. Potency, µM (series often up to 114 µM), for the others: at the top dose activity change, negative = inhibition, usual class: inhibitors. P83916. AID 540317. 390,000 compounds, 0.56% hits. AlphaScreen HP1-beta / biotin-H3K9me3 peptide binding; also: nearly all actives have a fitted effect of over 70% in size; inactives centre near 23
# Target sequence (P83916 whole entry, looked up): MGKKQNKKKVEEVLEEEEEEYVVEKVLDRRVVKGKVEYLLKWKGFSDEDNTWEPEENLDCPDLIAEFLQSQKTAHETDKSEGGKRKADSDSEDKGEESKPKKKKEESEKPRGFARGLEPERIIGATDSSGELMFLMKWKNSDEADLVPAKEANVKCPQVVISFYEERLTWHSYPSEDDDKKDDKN
#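 AlphaScreen: HP1-beta (50 nM) preformed 30 min with biotin-H3(1-18)K9me3 peptide (50 nM) in PBS pH 7.4, 0.01% Tween-20. Compound added for 30 min at RT, then streptavidin donor/nickel chelate acceptor beads (10 ug/mL) for 30 min.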
# RGS4 inhibitor: human RGS4 inhibition | P49798 | Transcreener GDP fluorescence polarization, RGS4-accelerated GTP hydrolysis | Potency, µM (titrated, usually from 114 µM), for inactives: top-dose activity change, negative = inhibition, usual class: inhibitors | 390,000 compounds, 0.039% hits | AID 504845; also: % is scaled to controls: 0 for no effect and ±100 for the full control effect; nearly all actives have a fitted effect of over 75% in size; some results filed as inactive show a strong effect at the top dose
#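 MLSMR compounds (23 nl, pin-transferred) preincubated 10 min at room temperature with a 500nM (2x) first reagent, then RGS4 at 900nM (2x) plus Transcreener GDP mix added; fluorescence polarization (620/688 nm) read before and after 90 min at 30 °C.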
# ERG-DNA inh: blocks human ERG Ets domain binding to DNA; Potency, µM (titrated, usually from 76.9 µM), for inactives: at the top dose FP activity, negative = inhibition, usual class: inhibitors; 370,000 compounds, 0.028% hits; P11308; fluorescence polarization, His-ERG Ets domain / labelled DNA; AID 624246; active = well fitted inhibition curve with a large enough effect in the polarisation, with a control signal flat; inconclusive = small, poorly fitted or top-dose-only effect, or effect the other way, or a change in a side signal; inactive = no such curve, though single readings can be large or run the other way; the % refers to the polarisation;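 also: polarization taken with two DNA probes labelled with fluorescein and Texas red; % of control where 0% means no effect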
#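 His-tagged ERG Ets domain (1 uM in the protein solution; 300mM KCl, 50mM Tris-HCl, 1mM EDTA, 1mM DTT, pH 7.5) received compound, then a probe mix of 5 nM fluorescein-DNA and 100nM Texas-615-DNA. Fluorescence polarization was read for both dyes.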
# TrxR1 inh: blocks rat thioredoxin reductase 1. O89049. recombinant rTrxR1, NADPH fluorescence consumption, selenite substrate. Potency, µM (titrated, usually from 114 µM), without a hit: at the top dose activity change, negative = inhibition, usual class: inhibitors. 390,000 compounds, 1% hits; also: % is scaled to controls: 0 for no effect and ±100 for the full control effect; nearly all actives have a fitted effect of over 65% in size
#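 Rat TrxR1 (90 nM in the dispensed reagent) was pre-reduced with 400 uM NADPH for 5 min at room temperature, then incubated with compound for 15 min. After 400 uM selenite was added, NADPH fluorescence (Ex 340/Em 450 nm) was followed for 8 min.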
# 12-LOX inh: ALOX12 (human) lipoxygenase inhibition; 580,000 compounds, 1.1% hits; P18054; AID 1671190; Potency, µM (highest dose often 108 µM), for inactives: at the highest dose activity change, negative = inhibition, most hits filed as inhibitors; purified 12hLO, xylenol orange hydroperoxide absorbance; also: % is scaled to controls: 0 for no effect and ±100 for the full control effect
# Target sequence (P18054 whole entry, looked up): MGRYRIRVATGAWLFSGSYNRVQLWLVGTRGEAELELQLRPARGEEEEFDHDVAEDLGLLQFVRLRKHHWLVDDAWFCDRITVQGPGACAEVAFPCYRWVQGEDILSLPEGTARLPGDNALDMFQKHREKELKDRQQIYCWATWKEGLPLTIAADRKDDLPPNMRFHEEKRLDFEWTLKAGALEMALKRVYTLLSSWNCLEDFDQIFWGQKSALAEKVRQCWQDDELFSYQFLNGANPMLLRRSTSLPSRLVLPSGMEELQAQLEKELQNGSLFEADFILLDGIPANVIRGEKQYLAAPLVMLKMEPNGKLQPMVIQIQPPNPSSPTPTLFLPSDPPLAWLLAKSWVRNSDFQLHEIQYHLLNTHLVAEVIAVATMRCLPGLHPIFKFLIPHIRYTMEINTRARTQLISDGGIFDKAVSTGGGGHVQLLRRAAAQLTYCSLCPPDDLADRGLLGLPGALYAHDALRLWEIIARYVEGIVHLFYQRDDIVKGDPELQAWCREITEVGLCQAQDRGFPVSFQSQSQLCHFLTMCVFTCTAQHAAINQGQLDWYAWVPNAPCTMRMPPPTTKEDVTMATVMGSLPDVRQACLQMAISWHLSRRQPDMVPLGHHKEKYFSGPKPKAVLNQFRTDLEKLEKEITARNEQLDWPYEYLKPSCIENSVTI
#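 Hydroperoxide product was detected by ferrous iron/xylenol orange as the 573 to 405 nm absorbance ratio. Arachidonic acid at 40 uM (final) was turned over for 30 min at room temperature by 150 nM human 12hLO, pH 7.0 Hepes buffer, after 15 min compound preincubation.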
# JMJD2A Tudor inh: JMJD2A Tudor domain (human) inhibition | O75164 | AlphaScreen JMJD2A-Tudor / H3K4me3 peptide binding | Potency, µM (titrated, usually from 114 µM), for inactives: at the highest dose activity change, negative = inhibition, most hits filed as inhibitors | 390,000 compounds, 4.4% hits | AID 504339; also: % is scaled to controls: 0 for no effect and ±100 for the full control effect; nearly all actives have a fitted effect of over 50% in size
# GLS inhibitor: glutaminase GLS (human) inhibition | Potency, µM (doses to about 45.5 µM), inactives show at the highest dose activity change, negative = inhibition, usual class: inhibitors | AID 624170 | 410,000 compounds, 0.21% hits | GLS enzymatic activity, qHTS titration; also: % is scaled to controls: 0 for no effect and ±100 for the full control effect
#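 Assay buffer: 45 mM KH2PO4 pH 8.2, 0.02% Tween-20. hKGA acts on L-glutamine (1 mM solution added); product glutamate is reported by an oxidase/peroxidase Amplex Red coupling, with fluorescence taken at baseline and 30 min.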
# An asterisk follows results filed as active; i = inactive; ? = inconclusive; . = not tested or not shown; & = joins results of further samples; ! = not active in a repeat; [ ] = remark or other dose. Unless noted, calls follow the shape of the dose curve; as a rule, active = well fitted curve in the direction sought with a large enough effect; inconclusive = small, poorly fitted or top-dose-only effect, or another doubt; inactive = no such curve, though single readings can be large; an effect the other way counts as inactive or inconclusive. Potency is read from the fitted curve at half-maximal effect. This is a subset; rates above refer to the full screens.
SMILES,Tb PGK inh,Pin1 inh,HP1b chromo inh,RGS4 inhibitor,ERG-DNA inh,TrxR1 inh,12-LOX inh,JMJD2A Tudor inh,GLS inhibitor
Cc1cccc(C)c1OCC(O)Cn1c2ccccc2c2ccccc21 (configuration not stated),-9%,-7%,94%[activator],-8%,4%,-1%,0%,49%[activator],-1%
CC(NC(=O)Cn1c(NCCO)nc2ccccc21)c1ccccc1 (configuration not stated),-3%,-3%,28%,-13%,-8%,12%[57.1 µM],114%[activator],-1%,-2%
CN1CCc2c(sc3c2c(=O)n(-c2ccc(Cl)cc2)c2nncn32)C1,-3%,0%,74%[activator],-25%,11%,?,9%,-24%,-25%
COc1cc2[nH]c(=S)n(CC3CCCO3)c(=O)c2cc1OC (configuration not stated),-1%,-5%,24%,-7%,2%,-9%[57.1 µM],-3%,79µM*,-18%
N#Cc1c(NC(=O)CSc2nc3c(c(C(F)(F)F)n2)CCc2ccccc2-3)sc2c1CCCC2,-3%,1%,-9%,?,7%,18%,?,-14%,-1%
COC(=O)/C=C1\SC(=NC(=O)c2ccc(-c3ccccc3)cc2)NC1=O,-8%,2%,-7%[57 µM],-37%,5%,-9%[2.29 µM],?,?,0%
Cn1c(=O)c2c(nc(NC3CCCC3)n2C)n(C)c1=O,-1%,0%,16%,-15%,0%,-5%,-24%,6%,-14%
CCOc1ccc(CNC(=O)Cn2nc(C)c3c(C)n(-c4ccc(C)cc4)nc3c2=O)cc1,-9%&-5%,57%&65%[activator],16%&26%,-5%[11.4 µM],-8%&1%,6%&3%,?,40µM*!,9%&-9%
CCOc1ccc2c(c1)c(=O)c(S(=O)(=O)c1ccc(C)cc1)cn2CC(=O)Nc1ccc(C)cc1,-10%,36%[activator],33%,-25%,-1%,15%,?,-9%,3%
O=C(NCc1ccco1)c1n[nH]c(=O)c2ccccc12,-4%,-11%,1%,13%,-9%,-3%,?,-9%,11%
O=C(CCl)Nc1ncc(S(=O)(=O)c2ccc([N+](=O)[O-])cc2)s1,-3%,-1%,14%,-1%,-4%,?,?,-10%,-5%
O=C(NC1=NCCS1)c1ccc(-c2ccc(Cl)cc2)o1,-6%,4%,12%,-25%,-1%,-24%,?,-36%,2%
Cc1ccc([C@H]2C(C(=O)O)=CC[C@@H](c3ccc(Cl)cc3)N2S(=O)(=O)c2ccccc2C)cc1,-9%,?,7%,-2%,4%,15%,.,-20%,19%
CCCn1c(O)c(N=Nc2ccc3ccccc3n2)c2ccccc21,i,?,40%[activator],-29%,-1%,-4%,-32%,-5%,-4%
CC(=O)c1ccc(N2CCC(c3cc(-c4ccc(Cl)cc4Cl)n[nH]3)CC2)c([N+](=O)[O-])c1,-7%,3%,-19%,-3%,-17%,7%[57.1 µM],0%,?,2%
O=C(NCC(F)(F)F)Nc1nnc(C(F)(F)F)s1,2%,-7%,33%,22%,-7%,-10%,2%,0%,7%
CN(Cc1ccccc1)C(=O)c1cc2c(s1)-c1ccc(Cl)cc1SC2,5%,18%,98%[activator],-3%,2%,27%,18%,43%[activator],7%
Cc1ccc2nc(SCC(=O)c3c(N)n(C)c(=O)n(C)c3=O)[nH]c2c1,0%,11%,21%,?,5%,20%,-16%,-24%,0%
O=S(=O)(NCc1ccccc1)c1ccc(Br)s1,-1%,-2%,41%[activator],-6%,-5%,10%,?,11%,0%
CCOC(=O)C1=C(COC(=O)COc2ccc(Br)cc2)NC(=O)NC1C (configuration not stated),2%,3%,10%,-7%,-1%,-13%,2%,-10%,4%
COc1ccc2[nH]cc(CCNC(=O)c3ccc4ccccc4n3)c2c1,-1%,0%,-14%,3%,10%,0%[57.1 µM],0%,?,5%
Cc1[nH]n(-c2ccccc2)c(=O)c1N=Nc1cccc([N+](=O)[O-])c1,3%,2%,-9%,11%,5%,9%,7%,?,11%
CCCCCN1C(=O)/C(=C/c2c(N3CCc4ccccc4C3)nc3ccccn3c2=O)SC1=S,i,?,?,-29%,-1%,-14%,-9%,40µM*,8%
Oc1ccc(-c2nc3ncccn3c2Nc2ccc3c(c2)OCO3)cc1,-5%,-5%,-24%,-37%,3%,11%,?,?,20%
O=C(Nc1ccccc1C(=O)O)c1ccccc1,.,?,20%,1%,.,9%,5%,-29%,-7%
Cc1cc(C)cc(N(C(=O)Cn2nnc3ccccc32)C(C(=O)NCc2ccco2)c2ccncc2)c1 (configuration not stated),-8%,7%,24%,-15%,1%,15%[57.1 µM],-12%,14%,-4%
CCc1ccc2nc3n[nH]c(N)c3cc2c1,-6%,1%,2%,13%,-1%,11%,-14%,-32%,36%[activator]
Cc1ccc(S(=O)(=O)Nc2ccc(S(=O)(=O)Nc3nccs3)cc2)c([N+](=O)[O-])c1,-5%,-5%,12%,-4%,4%,15%,?,?,11%
COc1ccc(C(CNC(=O)c2cccc(S(=O)(=O)N3CCCC3)c2)N2CCCC2)cc1 (configuration not stated),-10%,-4%,44%[activator],1%,-9%,27%,-8%,-4%,1%
O=C(Nc1ccccc1N1CCCCC1)c1ccc(F)c(S(=O)(=O)N2CCOCC2)c1,-6%,-4%,16%,-9%,2%,6%,13%,-5%,2%
COc1ccc(N2CCN(C3CCCN(Cc4ccc(F)cc4Cl)C3)CC2)cc1 (configuration not stated),5%,0%,-30%,11%,-2%,9%,14%,?,23%
COC(=O)c1cc(C)sc1NC(=O)CN1CCN(C(=O)c2ccco2)CC1,-2%,4%,8%,18%,0%,-8%,5%,-8%,0%
CCOc1ccc(NC(=O)CN(C)C(=O)CC2CCCCC2)cc1OCC,-10%,-3%,14%,-6%,-1%,16%,-14%,-14%,-3%
C=C(C)Cc1c(C)c(C#N)c2[nH]c3ccccc3n2c1=O,9%,7%,37%,2%[56.9 µM],16%,?,0%,-20%,32%
CCOc1cccc(C2/C(=C(\O)c3ccc4c(c3)OCCO4)C(=O)C(=O)N2Cc2ccncc2)c1 (configuration not stated),i,4%,26%,5%,-5%,6%,-14%,-14%,1%
COCCn1c(SCC(=O)NC2CCCC2)nc2c(c1=O)SCC2,3%,-2%,12%,0%,-2%,1%,161%&5%[activator],-3%,4%
O=C(CCCl)Nc1nnc(SCC(=O)NC2CCCC2)s1,-5%,42%[activator],52%[activator],-6%,30%,?,1%,-4%,-12%
CCC(c1nnc(SCC(=O)Nc2ccc(S(N)(=O)=O)cc2)n1Cc1ccccc1)N(C)C (configuration not stated),-10%,-10%,23%,10%,-8%,1%,-6%,-9%,14%
CCN1CCN(C(=O)Cn2ncc3c([nH]c4ccc(C)cc43)c2=O)CC1,-2%,-7%,13%,65%[activator],1%,7%,-22%,-8%,-7%
CCN(CC(=O)NCc1ccc(F)cc1)C(=O)/C=C/c1cc(OC)ccc1OC,2%,-2%,14%,4%,3%,-22%,-18%,-2%,20%
Cc1ccc(S(=O)(=O)N2[C@@H](c3ccc(Br)cc3)C(C(=O)O)=C[C@H]2CC2CCCC2)cc1,-12%,.,16%,1%,2%,8%,-77%,?,-10%
CCc1nnc(NC(=O)CCC(=O)NC2CCCCCC2)s1,-4%,-5%,51%[activator],-19%,-1%,22%,7%,-5%,-1%
CN(c1ccccc1)S(=O)(=O)c1cccc(C(=O)OCC(=O)NCc2ccco2)c1,5%,21%,-9%,-3%,-4%,23%[57.1 µM],-1%,-9%,-8%
CC1CCCC(NC(=O)CN(C)CC(=O)Nc2ccc(F)cc2)C1C (configuration not stated),-6%,1%,40%[activator],-20%,13%,7%,191%[activator],0%,-7%
Cc1onc(-c2ccccc2)c1C(=O)NCc1ccc2c(c1)OCO2,7%[11.5 µM],-5%,35%,4%,.,12%,2%,-7%,1%

# Compounds from the list above that contain a cyano group:
SMILES,Tb PGK inh,Pin1 inh,HP1b chromo inh,RGS4 inhibitor,ERG-DNA inh,TrxR1 inh,12-LOX inh,JMJD2A Tudor inh,GLS inhibitor
N#Cc1c(NC(=O)CSc2nc3c(c(C(F)(F)F)n2)CCc2ccccc2-3)sc2c1CCCC2,-3%,1%,-9%,?,7%,18%,?,-14%,-1%
C=C(C)Cc1c(C)c(C#N)c2[nH]c3ccccc3n2c1=O,9%,7%,37%,2%[56.9 µM],16%,?,0%,-20%,32%

# Entries of single compounds, looked up by structure.
# Record of `O=C(NCc1ccco1)c1n[nH]c(=O)c2ccccc12` → Tb PGK inh = -4%; Pin1 inh = -11%; HP1b chromo inh = 1%; RGS4 inhibitor = 13%; ERG-DNA inh = -9%; TrxR1 inh = -3%; 12-LOX inh = ?; JMJD2A Tudor inh = -9%; GLS inhibitor = 11%
# Record of `Cc1onc(-c2ccccc2)c1C(=O)NCc1ccc2c(c1)OCO2` → Tb PGK inh = 7%[11.5 µM]; Pin1 inh = -5%; HP1b chromo inh = 35%; RGS4 inhibitor = 4%; ERG-DNA inh = .; TrxR1 inh = 12%; 12-LOX inh = 2%; JMJD2A Tudor inh = -7%; GLS inhibitor = 1%
